High-throughput results deposited in PubChem by Small Molecule Screening Facility, UW Madison.
RMI-FANCM inh: RMI-FANCM interaction inhibition | AID 1159607 | hit rate 0.58% among 70,000 | Fluorescence polarization, RMI core complex with F-MM2 peptide; hits give low values | FP signal (polarization) at 33 µM; in the data active = FP signal below about 40; note: inactives centre near 61; strong numbers were not always called active; unit not given here
An asterisk follows results filed as active; & = joins results of further samples. Not all compounds are listed (hit frequency here may not be typical).

SMILES	RMI-FANCM inh
O=c1ccsn1-c1cccc(Cl)c1F	49
S=C=Nc1cccc(C2(N3CCCCC3)CCCCC2)c1	78
CC(=O)O[C@@H]1C[C@@]2(C)[C@H](c3ccoc3)C[C@H]3O[C@]32[C@]2(C)C(=O)C(O)=C3C(C)(C)C(=O)C=C[C@]3(C)C12 (some centres undefined)	61
NC(CCP(=O)(O)O)C(=O)O (centres undefined)	55
COc1cccc2cc(C(=O)Nc3ccc(Br)cc3C(=O)c3ccccc3Cl)oc12	72
c1cncc(CN2CCNCC2)c1	63
c1ccc2sc(C3CCNCC3)nc2c1	66
O=C(Cc1csc2nc(-c3ccc(F)cc3)cn12)N1CCN(Cc2ccccc2)CC1	55
CSc1cccc2sc(N3CCNCC3)nc12	74
COC(=O)C1C2c3ccccc3OC1(C)N=C1SCC(=O)N12 (centres undefined)	61
Cc1nc(C)c(Oc2ccc(Cl)cc2Cl)c(OC(=O)N(C)C)n1	52
C/C=C(\C)C(=O)O[C@H]1C[C@@H](OC(C)=O)[C@@]2(C(=O)OC)CO[C@@H]3C2[C@]12CO[C@](O)(C(=O)OC)[C@H]2[C@](C)(C12O[C@@]1(C)[C@H]1C[C@@H]2OC2OC=C[C@@]21O)[C@@H]3O (some centres undefined)	54
COc1cccc(C(=O)N2CCC3(CC2)OCCO3)c1	55
COc1ccc2c(c1)[nH]c1c(C)nccc12	67&61
c1ccc(C2CC2)c(OCC2=NCCN2)c1	57
COC1C(O)C(O[C@H]2CC[C@]3(C=O)C4C(CC[C@]3(O)C2)[C@@]2(O)CC[C@H](C3=CC(=O)OC3)[C@@]2(C)C[C@H]4OC(C)=O)OC(C)C1OC(C)=O (some centres undefined)	59
COc1cc([N+](=O)[O-])ccc1NC(=O)c1cc2cccnc2n(Cc2ccccc2)c1=O	-1
COc1ccc(-n2c(C)nc3ccc(NC(=O)C4CC4)cc3c2=O)cc1	60
CC12CCC3C(CCC4CC(=O)CC43C)C1CCC2O (centres undefined)	56
ClC1=C(Cl)C2(Cl)C3C4CC(C5OC45)C3C1(Cl)C2(Cl)Cl (centres undefined)	56
c1cncc(C2CCCN2)c1 (centres undefined)	60
CN1C2CC3C[C@H]1C(O3)C2O (some centres undefined)	65
CC1CC[C@]2(NC1)O[C@H]1CC3C4CC[C@H]5C[C@@H](O)CC[C@]5(C)C4CC[C@]3(C)[C@H]1[C@@H]2C (some centres undefined)	56
N#CC(C#N)=Cc1ccc(O)c(O)c1	77
COc1ccccc1OCC(=O)N1CCN(Cc2nc(-c3ccc(F)cc3)cs2)CC1	62
CC[C@@H]1C=C/C=C/C[C@H](C)[C@@H](O)[C@](C)(O)C(=O)[C@H](C)[C@@H](O)[C@H](C)C(=O)[C@H](C)[C@@H](O)[C@H](C)/C=C/C(=O)O[C@H]2[C@@H](C)[C@@H](CC1)O[C@@]1(CC[C@@H](C)[C@@H](CC(C)O)O1)[C@@H]2C (some centres undefined)	55
CCS(=O)CCSP(=O)(OC)OC (centres undefined)	57
CCCN(CCC)C1CCc2ccc(O)cc2C1 (centres undefined)	50
Clc1ccc2nc(N3CCNCC3)sc2c1	69
CC[C@@H](CO)NC(=O)[C@@H]1C=C2c3cccc4c3c(cn4C)C[C@H]2N(C)C1	37
CCCC(C)C1(CC)C(=O)NC(=O)NC1=O (centres undefined)	57
C[C@]12CC[C@@H](O)C[C@@H]1CC[C@@H]1[C@@H]2CC[C@]2(C)C(=O)CC[C@@H]12	61
Cc1csc(NC(=O)c2cccn(Cc3cccc([N+](=O)[O-])c3)c2=O)n1	55
O=C1C2CCN(CC2)C1CSc1ccc(Cl)cc1 (centres undefined)	54
COc1ccc(-c2csc(CN3CCN(C(=O)Cc4cccc(C)c4)CC3)n2)cc1	62
CC(=O)O[C@@H]1CC2C(C)(C)[C@H](O)C=C[C@]2(C)C2CC[C@]3(C)C(=CC(=O)O[C@H]3c3ccoc3)[C@@]21C (some centres undefined)	55
C=C(C)Cc1c(COC)nc(-c2ccc(C)c(Cl)c2)nc1OC(=O)N(C)C	54
CN1C(=O)COc2c(C(=O)NC3CN4CCC3CC4)cc(Cl)cc21 (centres undefined)	50
NN=C(N)N	62&57
C[N+]1(C)C2CC[C@H]1CC(OC(=O)C(CO)c1ccccc1)C2 (some centres undefined)	55
NC(=O)c1cc(N2CC2)c([N+](=O)[O-])cc1[N+](=O)[O-]	57
CC(C)(C)c1csc(CN2CCN(C(=O)COc3ccccc3)CC2)n1	61
OC(CNC1CCCCC1)COC1CCCC1 (centres undefined)	74
CCNc1nc(Cl)nc(NCC)n1	58
CCOC(=O)c1cncn1[C@H](C)c1ccccc1	55
CNCC(O)c1ccc(O)c(OC)c1 (centres undefined)	56
Cc1cccc(NC(=O)c2cccn(Cc3ccc(Br)cc3)c2=O)c1C	50
CN(C)C(=S)SCC#N	52
CC(C)=CCOc1c2occc2cc2ccc(=O)oc12	61
Cc1nc(CCl)cs1	64
Cc1ccc(CN2CCNCC2CCO)cc1 (centres undefined)	63
N[C@@H](Cn1oc(=O)[nH]c1=O)C(=O)O	55
COc1ccc(OC)c2sc(N(CCN(C)C)C(=O)COc3ccc(Cl)cc3)nc12	76
CN(C)C(=O)O/N=C(/N)c1ccc(C2SCCS2)cc1	64
COc1ccc2c(c1)[C@@]13CCCC[C@H]1[C@@H](C2)NCC3	52
c1ccc2c(c1)sc1ccccc12	65
O=S(=O)(c1cccs1)N1CCOC12CCNCC2	68
CN1CCN(C(=O)COc2cc(-c3ccccc3)nc3ccccc23)CC1	56
CCN1C[C@]2(COC)CC[C@H](OC)[C@@]34C1[C@]1(OCO[C@@]15C[C@H](OC)[C@H]1C[C@@H]3[C@@H]5[C@H]1OC)[C@@H](O)[C@H]24	52
CCN(CC)CCN(C(=O)Cc1ccc2c(c1)OCO2)c1nc2c(C)c(C)ccc2s1	90

Next results
SMILES	RMI-FANCM inh
N#CC(C#N)=Cc1cccnc1	45
COc1ccc2[nH]cc(CCN)c2c1	56&57&63
C[C@@H]1CC[C@@]2(NC1)O[C@H]1C[C@H]3C4CC=C5C[C@@H](O)CC[C@]5(C)C4CC[C@]3(C)C1[C@@H]2C (some centres undefined)	64
CC(Cc1cccs1)NCc1ccc(Cl)cc1 (centres undefined)	75
CCOC(=O)c1ccc(NC(=O)N2CC3CC(C2)c2cccc(=O)n2C3)cc1 (centres undefined)	59
COc1cc(OC)cc(C(=O)Nc2nc(CC(=O)N3CCN(Cc4ccccc4)CC3)cs2)c1	71
NC(=NCc1ccc(Cl)cc1)SCCCc1cnc[nH]1	63
O=C(Nc1ccc(S(=O)(=O)N2CC3CC(C2)c2cccc(=O)n2C3)cc1)c1ccco1 (centres undefined)	62
Cc1nc2ccc(NC(=O)C(C)(C)C)cc2c(=O)n1-c1ccccc1	59
CN[C@@H](C)[C@H](O)c1ccccc1	56
CCCCCC[C@H]1C(=O)O[C@H](C)C(NC(=O)c2cccc(NC=O)c2O)C(=O)O[C@@H](C)[C@@H]1OC(=O)CC(C)C (some centres undefined)	47
Cc1ccc(Cn2c(C=O)nc3ccccc32)cc1	59
NC(N)=NC(N)=NCc1cccnc1	58
Clc1ccc(N2CC3CCC(C2)N3)nn1	48
CC(C)CC(NC(=O)C(Cc1ccccc1)NC(=O)CNC(=O)CNC(=O)C(N)Cc1ccc(O)cc1)C(=O)O (centres undefined)	62
COc1cc(C(=O)OC2C[C@H]3CC[C@@H](C2)N3C)ccc1O (some centres undefined)	54
NC(N)=Nc1ccc2[nH]c3c(c2c1)C[C@@]1(O)[C@H]2Cc4ccc(O)c5c4[C@@]1(CCN2CC1CC1)[C@H]3O5	74
CCOP(=S)(OCC)N1CCOCCOCCN(P(=S)(OCC)OCC)CCOCCOCC1	62
C(#CCN1CCCC1)CN1CCCC1	60
Cc1nc2c(Br)cc(Br)cc2c(=O)n1-c1ccc(F)cc1	56
CC(C)N1C(=O)c2ccccc2NS1(=O)=O	55
Cc1ccccc1Cn1cccc(C(=O)Nc2cccc(Cl)c2Cl)c1=O	10*
COc1cc2c3cc1Oc1cc(ccc1O)C[C@@H]1c4c(cc(OC)c(O)c4Oc4cccc(c4)C[C@@H]3N(C)CC2)CC[N+]1(C)C	65
Cc1ccc(NC(=O)c2cc(-c3ccccc3)n(CCCN3CCOCC3)c2C)cc1	60
COC(=O)c1cc(C=C(C#N)C#N)cn1C	48
C[C@@H]1C(=O)OC2[C@H](O)C34[C@@H]5OC(=O)[C@@]3(O[C@@H]3OC(=O)[C@H](O)[C@@]34[C@H](C(C)(C)C)[C@H]5O)[C@]21O (some centres undefined)	63
CC(C)[N+](C)(CCC(C(N)=O)(c1ccccc1)c1ccccc1)C(C)C	55&54
Cc1ccc2nc(NC(=O)c3cccn(Cc4c(F)cccc4Cl)c3=O)sc2c1	53
CC(C)=CC1C(C(=O)OCN2C(=O)C3=C(CCCC3)C2=O)C1(C)C (centres undefined)	55
CN(C)C(=O)Oc1cc(=O)oc2ccccc12	56
C=C1C/C(=C/C)C(=O)O[C@@H]2CCN3CC=C(COC(=O)[C@]1(C)O)[C@H]23	61
COc1cc2c(cc1OC)CNCC2	75
C=CCc1ccc2c(c1)OCO2	59
O=c1c2ccccc2[nH]c(=S)n1-c1ccc(C(F)(F)F)cc1	69
C=CCN1CC[C@]2(C)c3cc(O)ccc3CC1[C@@H]2C	59
CCc1cccc(CC)c1NC(=S)N1CC2CC(C1)c1cccc(=O)n1C2 (centres undefined)	61
O=[N+]([O-])/C=C/c1cc2c(cc1[N+](=O)[O-])OCO2	56
NC(N)=NC(N)=Nc1ccc(Cl)cc1	53
CC1(C)CN=C(Nc2ccccc2F)S1	56
COC(=O)[C@@H](N)CCCN=C(N)N[N+](=O)[O-]	53
C[C@]12CC[C@H](OS(=O)(=O)O)CC1=CC[C@@H]1[C@@H]2CC[C@]2(C)C(=O)CC[C@@H]12	59
O=C(CS(=O)(=O)c1ccc(F)cc1)Nc1ccc(Br)cc1C(=O)c1ccccc1	53
CN1C2CCC1CC(N=Cc1c(F)cccc1Cl)C2 (centres undefined)	56
O=C(CN1CCOCC1)Nc1ccc(Cl)cc1C(=O)c1ccccc1Cl	57
C[C@@H]1CC[C@@]2(OC1)OC1C(O)C3C4CC[C@H]5C[C@H](O[C@@H]6O[C@H](CO)[C@H](O[C@@H]7O[C@H](CO)[C@@H](O)[C@H](O[C@@H]8OC[C@@H](O)[C@H](O)[C@H]8O)[C@H]7O[C@@H]7O[C@H](CO)[C@H](O)[C@H](O[C@@H]8O[C@H](CO)[C@@H](O)[C@H](O)[C@H]8O)[C@H]7O)[C@H](O)[C@H]6O)[C@H](O)C[C@]5(C)C4CC[C@]3(C)C1[C@@H]2C (some centres undefined)	59
CN1CC[C@@]23CCCC[C@@H]2[C@@H]1Cc1ccc(O)cc13	52
CCOc1cccc2cc(C(=O)Nc3ccc(Br)cc3C(=O)c3ccccc3)oc12	70
NC(CP(=O)(O)O)C(=O)O (centres undefined)	56
COP(=S)(OC)Oc1ccc(Sc2ccc(OP(=S)(OC)OC)cc2)cc1	58
C=C1C2CC[C@@]3(C)[C@H](c4ccoc4)OC(=O)C[C@]13O[C@H]1CC(=O)C(C)(C)[C@H](C(OC(C)=O)C(=O)OC)[C@@]21C (some centres undefined)	60
C[N+]1(C)C2CCC1CC(OC(=O)c1c[nH]c3ccccc13)C2 (centres undefined)	53
CCOP(=S)(OCC)Oc1ccc2c(C)c(Cl)c(=O)oc2c1	55
CC1(C)C(=O)C=C[C@@]2(C)C1=C(O)C(=O)[C@]1(C)C2CC[C@@]2(C)[C@H](c3ccoc3)C[C@H]3O[C@]321 (some centres undefined)	62
CN1Cc2c(ccc3c2OCO3)C2C(O)Cc3cc4c(cc3C21)OCO4 (centres undefined)	63
O=C(Nc1[nH]ncc1Br)C(Cl)Cl	54
CCc1ccc2nc(N(CCN(CC)CC)C(=O)Cc3ccc4c(c3)OCO4)sc2c1	90
O=C1c2ccccc2C(=O)c2ccccc21	58
CO[C@@H]1C[C@H](O[C@H]2CC[C@]3(C)C4CC[C@]5(C)[C@@H](C6=CC(=O)OC6)CC[C@]5(O)[C@@H]4CC[C@]3(O)C2)O[C@H](C)[C@@H]1O (some centres undefined)	59
